Pol kappa inh – DNA polymerase kappa (human) inhibition; purified Pol kappa, fluorescent DNA synthesis assay, 10 min; Potency, µM (highest dose often 107 µM), without a hit: at the top dose activity, negative = inhibition, hits mostly inhibitors; 400,000 tested, 0.53% active; AID 588579; also: % is scaled to controls: 0 for no effect and ±100 for the full control effect
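Activity was followed as the change in fluorescence between reads at 0 and 10 min after starting the reaction with 50 nM substrate. Beforehand, 10 nM polymerase had been preincubated with compound for 15 min at room temperature.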
G9a inh – G9a (human) methyltransferase inhibition | G9a H3K9 monomethylation, AlphaScreen, 2 h | Potency, µM (top dose mostly 102 µM), for inactives: at the highest dose activity, negative = inhibition, most hits filed as inhibitors | 350,000 tested, 8.8% active | Q96KQ7; also: % is scaled to controls: 0 for no effect and ±100 for the full control effect; nearly all actives have a fitted effect of over 75% in size
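Quantitative HTS format: methyltransferase activity on a biotin-tagged H3K9 peptide is measured by AlphaScreen, using a rabbit anti-monomethyl-H3K9 antibody with streptavidin donor and anti-IgG acceptor beads. Final levels are 20 nM enzyme, 500 nM peptide, 20 uM SAM; 2 h RT.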
JMJD2A Tudor inh – blocks the human JMJD2A Tudor domain; O75164; AlphaScreen JMJD2A-Tudor / H3K4me3 peptide binding; Potency, µM (top dose mostly 114 µM), for the others: top-dose activity change, negative = inhibition, usual class: inhibitors; 390,000 tested, 4.4% active; also: % is scaled to controls: 0 for no effect and ±100 for the full control effect; nearly all actives have a fitted effect of over 50% in size
APEX1 inh – APE1 (human) endonuclease inhibition; P27695; 350,000 tested, 0.35% active; Potency, µM (doses to about 65.8 µM), for inactives: at the highest dose activity change, negative = inhibition, most hits filed as inhibitors; recombinant APE1, TAMRA/BHQ-2 abasic DNA cleavage fluorescence; AID 2517;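 also: plate controls were vehicle for no effect and reference inhibitor for full effect; nearly all actives have a fitted effect of over 55% in size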
Target sequence (P27695 whole entry, looked up): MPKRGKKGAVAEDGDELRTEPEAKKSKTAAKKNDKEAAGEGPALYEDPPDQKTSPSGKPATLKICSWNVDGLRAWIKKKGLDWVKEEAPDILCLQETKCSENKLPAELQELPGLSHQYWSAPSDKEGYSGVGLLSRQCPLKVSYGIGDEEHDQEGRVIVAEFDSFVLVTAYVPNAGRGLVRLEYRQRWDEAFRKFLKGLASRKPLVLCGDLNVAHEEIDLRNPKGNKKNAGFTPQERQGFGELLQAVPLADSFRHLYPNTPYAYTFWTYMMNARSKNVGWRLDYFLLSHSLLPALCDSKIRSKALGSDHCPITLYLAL
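Readout is kinetic fluorescence (ex 525, em 598 nm) from cleavage of 50 nM TAMRA/BHQ-2 THF abasic duplex by 0.75 nM APE1, compound added 15 min beforehand at RT.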
BLM inh – inhibitors of human Bloom syndrome helicase BLM | P54132 | recombinant BLM DNA unwinding, fluorescence dequenching | Potency, µM (titrated, usually from 56.1 µM), for inactives: top-dose activity change, negative = inhibition, hits mostly inhibitors | 350,000 tested, 0.2% active;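 also: plate controls were vehicle for no effect and no enzyme for full effect; nearly all actives have a fitted effect of over 35% in size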
POLI inh – blocks human DNA polymerase iota activity; Q9UNA4; Pol iota fluorescent replication assay, 10 min; Potency, µM (top dose mostly 115 µM), for inactives: at the highest dose activity, negative = inhibition, most hits filed as inhibitors; 390,000 tested, 1% active
Target sequence (Q9UNA4 whole entry, looked up): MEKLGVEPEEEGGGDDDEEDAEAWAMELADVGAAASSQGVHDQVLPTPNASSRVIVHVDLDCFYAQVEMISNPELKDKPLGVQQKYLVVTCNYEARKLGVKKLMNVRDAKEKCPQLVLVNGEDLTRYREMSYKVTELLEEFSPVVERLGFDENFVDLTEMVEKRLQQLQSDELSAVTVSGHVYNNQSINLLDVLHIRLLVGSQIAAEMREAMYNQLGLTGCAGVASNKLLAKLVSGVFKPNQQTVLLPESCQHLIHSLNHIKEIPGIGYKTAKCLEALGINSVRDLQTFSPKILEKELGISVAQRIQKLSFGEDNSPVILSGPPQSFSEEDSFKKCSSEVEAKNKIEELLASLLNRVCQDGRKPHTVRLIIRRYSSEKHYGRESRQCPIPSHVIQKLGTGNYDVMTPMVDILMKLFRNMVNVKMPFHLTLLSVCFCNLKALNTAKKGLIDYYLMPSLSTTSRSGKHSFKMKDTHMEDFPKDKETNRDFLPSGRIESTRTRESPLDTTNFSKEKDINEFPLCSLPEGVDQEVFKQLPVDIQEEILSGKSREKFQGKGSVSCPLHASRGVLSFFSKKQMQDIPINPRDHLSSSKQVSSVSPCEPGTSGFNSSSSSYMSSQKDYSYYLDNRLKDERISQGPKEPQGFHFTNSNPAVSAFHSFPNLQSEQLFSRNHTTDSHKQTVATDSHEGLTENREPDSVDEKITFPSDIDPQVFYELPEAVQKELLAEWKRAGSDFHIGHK
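Fluorescent replication assay read twice, at 0 min and 10 min after adding 50 nM (final) substrate. Enzyme (10 nM) and compounds were first incubated 15 min at room temperature; enzyme-free buffer wells were negative controls.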
POLH inh – DNA polymerase eta (human) inhibition; Potency, µM (top dose mostly 114 µM), for inactives: top-dose activity change, negative = inhibition, most hits filed as inhibitors; Q9Y253; 390,000 tested, 1.2% active; recombinant Pol eta, fluorescent DNA replication assay; also: % is scaled to controls: 0 for no effect and ±100 for the full control effect
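Pol eta at 10 nM preincubated with compounds 15 min at room temperature; reaction started with fluorescent substrate (50 nM final) and read kinetically at 0 and 10 min.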
BAZ2B block – BAZ2B (human) inhibition; Q9UIF8; AlphaScreen BAZ2B-H3K14Ac peptide displacement; Potency, µM (highest dose often 114 µM), for inactives: at the highest dose activity change, negative = inhibition, usual class: inhibitors; 360,000 tested, 4.4% active; AID 504333; also: % is scaled to controls: 0 for no effect and ±100 for the full control effect; nearly all actives have a fitted effect of over 60% in size
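AlphaScreen displacement of biotin-H3(5-23)K14Ac peptide (50 nM final) from BAZ2B (50 nM final) in PBS pH 7.4, 0.01% Tween-20; complex preformed 30 min RT, then compounds (top 110 uM) 30 min RT, beads 20 min dark.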
POLB inh – DNA polymerase beta (human) inhibition; P06746; Pol beta primer extension/strand displacement, fluorescence kinetic; Potency, µM (top dose mostly 114 µM), for the others: top-dose activity change, negative = inhibition, actives largely listed as inhibitors; 340,000 tested, 1.3% active; AID 485314; also: % is scaled to controls: 0 for no effect and ±100 for the full control effect
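Curves were derived by four-parameter Hill fits of normalized qHTS data. The kinetic fluorescent primer-extension read was taken at 0 and 10 min after 50 nM substrate, following a 15 min room-temperature preincubation of 10 nM enzyme with compounds.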
* marks the source's active call; other numbers are inactive results; ? = inconclusive; · = not tested or not shown; & = joins results of further samples; [ ] = another dose, or the depositor's remark. Calls follow the shape of the dose curve; as a rule, active = well fitted curve in the direction sought with a large enough effect; inconclusive = small, poorly fitted or top-dose-only effect, or another doubt; inactive = no such curve, though single readings can be large; an effect the other way counts as inactive or inconclusive. Potency is read from the fitted curve at half-maximal effect. Only part of the results is shown (hit frequency here may not be typical).

No. | compound | BAZ2B block | BLM inh | POLB inh | JMJD2A Tudor inh | POLI inh | G9a inh | APEX1 inh | Pol kappa inh | POLH inh
1 | COc1ccc(CNC(=O)c2nn(-c3ccccc3)cc2OC)cc1 | -3% | -1% | 3% | -12% | -2% | 11% | 14% | 0% | -5%
2 | CC(C)CCNC(=O)NC(=O)CSc1nnc2ccccn12 | 15% | -10% | 5% | 3% | 1% | 5%[59 µM] | 10% | -6%[60.1 µM] | 1%
3 | Oc1cccc(/C=N/N(Cc2ccccc2)c2ccccc2)c1 | ? | -16% | 15% | ? | 43%[activator] | -20% | ? | -9% | -26%
4 | O=C1N=C2N(CCN3CCCCC3)c3ccccc3N2/C1=C\c1ccc([N+](=O)[O-])s1 | · | · | · | -1%[11.4 µM] | 20% | · | · | 3% | ?
5 | N#C/C(=C\c1ccc(Cl)c([N+](=O)[O-])c1)c1ccccn1 | ? | -9% | -16% | ? | 77%[activator] | ? | 19% | 1% | -18%
6 | CC1CCCC(C)N1C(=O)COC(=O)C(Cc1ccccc1)NC(=O)c1cccs1 (stereo unspecified) | -2% | -7% | -5% | 3% | 0% | 5%[59 µM] | 6% | 2% | -6%
7 | COc1ccc(-c2nc3ccccc3n2Cc2ccccc2)cc1 | 1%&-29% | -6%&-9% | -28%&-1% | -9%&1% | -5%&-6% | 5%[59 µM] | 5% | 4%&-2% | -17%&-23%
8 | O=C(NC(=O)N1CCN(c2cccc(Cl)c2)CC1)c1ccccc1 | 34%[activator] | -7% | 6% | -3% | 15% | -6%[59 µM] | -4% | -4% | -11%
9 | CCN(C(=O)CN1c2ccccc2CC1C)c1c(N)n(Cc2ccccc2)c(=O)[nH]c1=O (stereo unspecified) | · | -2% | 54% | -25% | 16% | -2% | -6% | -8% | -1%
10 | COc1ccc(/C=C(\C#N)C(=O)Nc2cc(S(=O)(=O)N3CCOCC3)ccc2N2CCCC2)cc1 | ? | -3% | -19% | ? | ? | 7.9µM* | -4% | -1% | -11%
11 | O=C(Nc1ccccc1Cl)c1ccc(C(=O)Nc2ccccc2Cl)cc1 | · | · | · | ? | ? | · | · | -17% | -8%
12 | COc1cccc(CNS(=O)(=O)c2ccc3[nH]c4c(c3c2)CCCCC4)c1 | -30%[57.1 µM] | -17% | 13% | ? | -9% | ? | · | -7% | -21%
13 | O=C(Nc1cccc(F)c1)NC1CCN(Cc2ccccc2)CC1 | -21% | 1% | ? | -8% | 17% | -26% | 8% | -7% | -22%
14 | O=C(CN1CCN(S(=O)(=O)c2ccc(Cl)cc2)CC1)Nc1ccc2c(c1)OCO2 | -11% | -4% | 13% | 1%[11.4 µM] | -6% | -18% | 0% | -15% | ?
15 | N#C/C(=C(/O)CO/N=C/c1ccccc1Cl)c1nc2ccccc2[nH]1 | -4% | -5% | 30% | -12% | 4% | -8% | 1% | -16% | -16%
16 | O=C(Cc1ccc(Cl)cc1Cl)NC1CCCCCC1 | 4% | -7% | -28% | -3% | ? | 16% | 39%[activator] | 1% | -9%
17 | COC(=O)CN(c1ccc(C)cc1)S(=O)(=O)c1ccc2c(c1)n(C)c(=O)c(=O)n2C | 2% | -2% | 1% | 11% | 8% | 2%[12.7 µM] | -10% | 1% | -8%
18 | C=CC[C@@H](CC(=O)N[C@H](CO)Cc1ccccc1)C(=O)N[C@@H](COC(=O)[C@@H](CC=C)Cc1ccc(F)cc1)Cc1c[nH]c2ccccc12 | · | · | · | -15% | -21% | · | -9% | -2% | -16%
19 | COc1ccc(S(=O)(=O)NNC(=O)C2CC(c3cccnc3)=NO2)cc1 (stereo unspecified) | -13% | -2% | -1% | 4% | 45%[activator] | ? | -6% | 0% | -24%
20 | OCC1(Cc2ccc(Cl)cc2)CCN(Cc2ccc(Oc3ncccn3)cc2)CC1 | -22% | 0% | -20% | -17% | 46%[activator] | 2% | 4% | -5% | -12%
21 | Cc1ccc(C(=O)NCCC(=O)NCc2cc(=O)n(C)c(=O)n2C)cc1 | -1% | -2% | 30% | -16% | -17% | -6%[59 µM] | 10% | -1% | -5%
22 | COc1ccc(NC(=O)c2ccc3c(c2)CCN3S(=O)(=O)c2ccc(C)cc2)cc1Cl | -5% | -7% | 5% | -10% | 8% | -24%[59 µM] | · | -14% | -15%
23 | COc1ccc([C@@H]2C[C@H](c3ccccc3)Oc3cc(OC)c(OC)c(OC)c32)cc1 | -17% | -8% | 4% | ? | 42% | · | 12% | -4% | -27%
24 | Cc1ccc(C)c(S(=O)(=O)Nc2cc3c4c(c2)CCN4C(=O)CC3)c1 | -2% | · | · | -14% | 11% | -47%[2.33 µM] | 3% | -11% | -9%
25 | Cc1ccc(C(C(=O)NC(C)(C)C)N(C(=O)c2csnn2)c2cccc(F)c2)o1 (stereo unspecified) | -5% | -4% | -3% | -9% | 15% | -24%[59 µM] | 0% | 3% | -14%
26 | O=C1N=C(N2CCCC2)S/C1=C\c1ccccc1 | 13% | 2% | 8% | 56µM* | -6% | -8%[59 µM] | 0% | 1% | -5%
27 | CCc1ccc(-n2nc3cc(C)c(NC(=O)c4ccccc4C)cc3n2)cc1 | ? | 1% | 34% | 89µM* | 6% | 7.9µM* | · | -15% | 4%
28 | O=C(O)C(Cc1c[nH]c2ccccc12)NS(=O)(=O)c1ccc(Cl)cc1 (stereo unspecified) | 8% | -7% | -21% | 1% | 117%[activator] | ? | 6% | -2% | -2%
29 | C#CCOC(=O)c1ccccc1C(=O)N(CC)CC | -3% | 0% | 17% | -10% | -1% | -9%[2.33 µM] | 0% | 2% | -8%
30 | CCOC(=O)Cn1c(=NC(=O)CC)sc2c(C)cc(C)cc21 | 0% | -3% | 4% | -6% | 96%[activator] | 9% | 1% | 1% | -20%
31 | CCN(C(=O)CSc1nc2ccccc2n1Cc1cc(C)ccc1C)c1ccccc1 | -26% | -5% | -1% | -13% | -7% | -13%[59 µM] | · | -8%[60.1 µM] | -10%
32 | CCOc1ccc(S(=O)(=O)N2CCC(C(=O)N3CCN(c4ccccc4F)CC3)CC2)cc1C | -12% | -6% | 8% | -22% | 0% | · | 5% | -11% | -11%
33 | O=C1CC[C@@H](CN(Cc2ccccn2)Cc2nc(Cc3ccccc3)no2)N1 | -4% | -3% | 2% | -7% | 26% | · | 12% | -6% | 16%
34 | CCCOc1cc(C)c(S(=O)(=O)NC2CC(C)(C)NC(C)(C)C2)cc1C | 3% | 4% | 11% | -7% | -3% | -11%[59 µM] | ? | -7% | -7%
35 | O=C(OCc1nc(-c2ccccc2Cl)no1)c1ccco1 | 33% | · | · | 16% | 21% | 1%[12.7 µM] | -7% | -11% | -22%
36 | Cc1ccc(-c2nc(Cn3c(SCc4ccc(F)cc4)nc4cccnc43)c(C)o2)cc1 | -14% | -13% | 23% | -32% | 11% | ? | · | -4% | -21%
37 | Cc1cccc(N)c1-c1c(C)cccc1N | -31% | 1% | -1% | -18% | -3% | ? | 0% | -22% | -4%
38 | CC(C)(C)C(=O)Nc1ccc(C(=O)N/N=C/c2ccccc2OC(=O)c2ccc(Cl)cc2)cc1 | 22% | -4% | 3% | -14% | -7% | 34%[59 µM] | 5% | -2% | -25%
39 | O=C(COc1ccccc1)NCC(=O)Nc1cccc(S(=O)(=O)NC2=NCCC2)c1 | · | 1% | 63% | -9% | -10% | 16% | 14% | -11% | -6%
40 | CCC1=Nc2cc(C(=O)NCCN(CC)CC)ccc2Sc2ccccc21 | -26% | 2% | 24% | -21% | 21% | -31%[59 µM] | · | 19% | -7%
41 | O=C(COC(=O)/C=C/c1ccc(S(=O)(=O)N2CCOCC2)cc1)NC1CCCCCCC1 | 5% | 1% | -15% | -4% | -10% | -31% | -2% | -12% | -4%
42 | CCCn1c(=O)c2[nH]cnc2n(-c2ccc(Cl)cc2)c1=O | -1% | -2% | -1% | 4% | 145%[activator] | 10% | 1% | -3% | -16%
43 | CCOC(=O)C1(CCOC)CCN(CC(C)Cc2ccc3c(c2)OCO3)CC1 (stereo unspecified) | -3% | -3% | 4% | -16% | 32%[activator] | 1% | 30% | 1% | -11%
44 | O=C(Nc1cccc(Cl)c1)c1cnc2sc(N3CCCC3)nn2c1=O | 0% | 1% | 3% | -18% | 0% | 0%[59 µM] | · | -4% | ·

Copied from above, entries 31 to 41
No. | compound | BAZ2B block | BLM inh | POLB inh | JMJD2A Tudor inh | POLI inh | G9a inh | APEX1 inh | Pol kappa inh | POLH inh
31 | CCN(C(=O)CSc1nc2ccccc2n1Cc1cc(C)ccc1C)c1ccccc1 | -26% | -5% | -1% | -13% | -7% | -13%[59 µM] | · | -8%[60.1 µM] | -10%
32 | CCOc1ccc(S(=O)(=O)N2CCC(C(=O)N3CCN(c4ccccc4F)CC3)CC2)cc1C | -12% | -6% | 8% | -22% | 0% | · | 5% | -11% | -11%
33 | O=C1CC[C@@H](CN(Cc2ccccn2)Cc2nc(Cc3ccccc3)no2)N1 | -4% | -3% | 2% | -7% | 26% | · | 12% | -6% | 16%
34 | CCCOc1cc(C)c(S(=O)(=O)NC2CC(C)(C)NC(C)(C)C2)cc1C | 3% | 4% | 11% | -7% | -3% | -11%[59 µM] | ? | -7% | -7%
35 | O=C(OCc1nc(-c2ccccc2Cl)no1)c1ccco1 | 33% | · | · | 16% | 21% | 1%[12.7 µM] | -7% | -11% | -22%
36 | Cc1ccc(-c2nc(Cn3c(SCc4ccc(F)cc4)nc4cccnc43)c(C)o2)cc1 | -14% | -13% | 23% | -32% | 11% | ? | · | -4% | -21%
37 | Cc1cccc(N)c1-c1c(C)cccc1N | -31% | 1% | -1% | -18% | -3% | ? | 0% | -22% | -4%
38 | CC(C)(C)C(=O)Nc1ccc(C(=O)N/N=C/c2ccccc2OC(=O)c2ccc(Cl)cc2)cc1 | 22% | -4% | 3% | -14% | -7% | 34%[59 µM] | 5% | -2% | -25%
39 | O=C(COc1ccccc1)NCC(=O)Nc1cccc(S(=O)(=O)NC2=NCCC2)c1 | · | 1% | 63% | -9% | -10% | 16% | 14% | -11% | -6%
40 | CCC1=Nc2cc(C(=O)NCCN(CC)CC)ccc2Sc2ccccc21 | -26% | 2% | 24% | -21% | 21% | -31%[59 µM] | · | 19% | -7%
41 | O=C(COC(=O)/C=C/c1ccc(S(=O)(=O)N2CCOCC2)cc1)NC1CCCCCCC1 | 5% | 1% | -15% | -4% | -10% | -31% | -2% | -12% | -4%
